hcGAS inh: Primary biochemical luminescence assay for human cyclic GMP-AMP synthase inhibitors | Q8N884 | recombinant h-cGAS, ATP depletion, Kinase-Glo luminescence | inhibition, % at 12.5 µM | 290,000 compounds, 0.081% hits;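 further: 0% = vehicle reaction and 100% = reaction without DNA for no activity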
Target sequence (Q8N884 whole entry, looked up): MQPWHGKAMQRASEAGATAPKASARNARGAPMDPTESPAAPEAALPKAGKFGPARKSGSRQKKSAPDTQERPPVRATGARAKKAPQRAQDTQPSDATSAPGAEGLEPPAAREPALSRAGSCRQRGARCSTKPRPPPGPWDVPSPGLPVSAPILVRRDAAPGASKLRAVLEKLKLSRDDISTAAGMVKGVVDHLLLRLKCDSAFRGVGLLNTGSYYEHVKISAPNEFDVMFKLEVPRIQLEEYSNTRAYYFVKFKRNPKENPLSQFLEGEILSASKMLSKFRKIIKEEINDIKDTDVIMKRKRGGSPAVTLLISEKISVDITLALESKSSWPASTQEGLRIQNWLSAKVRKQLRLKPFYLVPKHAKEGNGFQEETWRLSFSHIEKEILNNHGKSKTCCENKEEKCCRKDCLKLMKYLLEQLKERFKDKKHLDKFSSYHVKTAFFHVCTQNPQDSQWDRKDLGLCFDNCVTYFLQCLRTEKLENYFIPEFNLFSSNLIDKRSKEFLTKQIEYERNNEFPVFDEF
mcGAS inh: cyclic GMP-AMP synthase inhibitors, mouse, primary biochemical chemiluminescence | 160,000 compounds, 0.15% hits | inhibition, % at 12.5 µM | Q8C6L5 | recombinant cGAS, Kinase-Glo ATP depletion luminescence | AID 1259399, 2018;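 further: 0% = negative control wells and 100% = reference inhibitor with no enzyme activity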
NPYLR7 agonist: agonists of mosquito NPYLR7 receptor, primary screen, cell-based, Aedes aegypti, calcium fluorescence, mosquito biting behavior; Aedes aegypti neuropeptide Y-like receptor 7 (NPYLR7); HEK293T NPYLR7/Galpha15, GCaMP6s calcium fluorescence; activation, % at 10 µM; 270,000 compounds, 0.15% hits; in the data active means activation above about 40%;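 further: 0% = vehicle and 100% = reference agonist at the receptor; some compounds past the cut are filed as inactive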
Active calls of the source: *; · = no result given; & = joins results of further samples. Unless noted, no stated cut-off is given here; in the data, active means inhibition above about 40%; inactive means the rest.

structure	hcGAS inh	mcGAS inh	NPYLR7 agonist
Cc1cc(-c2ccc(C=C3C(=O)NC(=O)NC3=O)o2)c([N+](=O)[O-])cc1C	-9	-6	-11
COc1cccc(CO[C@]2(C(=O)NC3CC3)CC(OCc3cccc(F)c3F)[C@H](O)[C@H](O)C2)c1 (stereo partly specified)	-3	-6	26
CC1c2c(cnn2C)C(=O)N1Cc1nc2ccccc2s1 (stereo unspecified)	-7	·	19
COC(=O)C1=C(C)N=c2s/c(=C3\C(=O)N(C)c4ccccc43)c(=O)n2C1c1cccs1 (stereo unspecified)	0	·	2
C=C(Br)CN1CCN(C(CC)CO)CC1 (stereo unspecified)	-11	·	8
O=C1C=CC(=O)N1c1cc(Cl)cc(Cl)c1	12	·	-6
CC1=CC[C@@H]2CN(C(=O)c3cc(C)nc4onc(C)c34)C[C@@H]2C1	-7	-15	8
C=CCC(C)(C)CN1CCC2(CC1)CN(C)CCN2C	-6	-1	·
COc1ccc(C(=O)N2CCCC(Nc3cc(C)ccc3OC)C2)c(OC)c1 (stereo unspecified)	-15	-5	19
CC(Nc1ccc(N(C)C(C)C)c(F)c1)C(=O)NC(=O)NC(C)(C)C (stereo unspecified)	-2	·	-1
CC(C(=O)Nc1cccc(Cl)c1)S(=O)(=O)c1ccc([N+](=O)[O-])cc1 (stereo unspecified)	4	·	-7
CCC(=O)N1CCC1(C)C(=O)Nc1ccc(Cl)c(Cl)c1 (stereo unspecified)	-14	-5	-2

Next results:
structure	hcGAS inh	mcGAS inh	NPYLR7 agonist
COc1ccc(N2C(=O)CSC2c2cccc(F)c2)c(OC)c1 (stereo unspecified)	3	·	-4
Cc1ccsc1CN(Cc1ccoc1)CC(C)C	-4	-11	-4
COc1ccc(CC2(CO)CCN(C(=O)c3ccc4ncccc4c3)CC2)cc1	-4	·	2
Cc1cccc(Nc2ccc(NC(=O)c3ccccc3)c3c2C(=O)c2ccccc2C3=O)c1	-4	·	-2
COc1nn(C)cc1C(=O)N1CCN(C(=O)c2ccco2)CC1	-3	·	3
CCCCc1ccc(NC(=O)C(=O)NCCN2CCN(Cc3ccc([N+](=O)[O-])cc3)CC2)cc1	3	-6	4
O=c1[nH]c2ccccc2c(=O)n1C1CC1c1ccccc1 (stereo unspecified)	-7&-6	·	3&5
O=C(c1csc(-c2cccnc2)n1)N1C[C@@H]2[C@@H]3CC[C@@H](C3)[C@@H]2C1	-4	·	3
Cc1nnc(SCC(=O)N2CCCC(Nc3ccc4c(c3)OCO4)C2)s1 (stereo unspecified)	-5	-5	5
CCCCc1ccc(C(=O)N(CCOC)CC(=O)N(CCc2c[nH]c3ccccc23)Cc2ccc(F)cc2)cc1	-7	-6	15
Cn1ccnc1SCCn1ccnc1-c1cccc2nonc12	-6	-14	6
CCC1CN(C(=O)c2ccc(CNC(C)=O)o2)CC1N1CCOCC1 (stereo unspecified)	0	·	15

The list goes on:
structure	hcGAS inh	mcGAS inh	NPYLR7 agonist
O=C(NC1CC1)c1ccc(CN(CC(=O)N2CCCCCCC2)Cc2ccco2)cc1	-10	·	4
c1ccc(-n2ncc3c(N4CCN(CCOc5cccc6ccccc56)CC4)ncnc32)cc1	-8	·	-6
S=c1oc(-c2ccco2)nn1CN1CCc2ccccc2C1	3	-2	-4
CCOCCn1c(=O)c2c(nc3n2CCN3c2cc(Cl)ccc2OC)n(C)c1=O	-12	-9	·
Cn1c2[n+](c3ccccc3c1=O)Cc1ccccc1-2	1	-2	10
Cc1cc(C(F)(F)F)c(C#N)c(SCC(=O)c2ccccc2)n1	-11	-5	-2
CC(=O)c1c(C)oc2ccc(N(C(=O)c3ccncc3)S(=O)(=O)c3ccc(C(C)(C)C)cc3)cc12	-1	·	-3
CC(C)N(Cc1cnn(C)c1)Cc1cnc(S(C)(=O)=O)n1CC1CCCO1 (stereo unspecified)	-2	·	3
COc1ccc(CCOC(=O)[C@@H]2CCCN2C(=O)c2cc(C(F)(F)F)cc(C(F)(F)F)c2)cc1OC	3	1	8
C/C(=N/NC(=O)c1nc2nc(C)cc(C)n2n1)c1ccc(F)cc1	-5	·	7
CC(C)c1ccc(C=C(C#N)S(C)(=O)=O)cc1	5	·	8
COc1ccc(-c2nc(Cn3nnc(C(=O)Nc4cccc(C)c4C)c3C)c(C)o2)c(OC)c1	-6	-6	7

(listing goes on)
structure	hcGAS inh	mcGAS inh	NPYLR7 agonist
CC(=O)c1ccc(NC(=O)N[C@H]2C[C@@](O)(C(=O)N[C@H](Cc3ccccc3)C(N)=O)C[C@@H](O)[C@@H]2O)cc1	0	-4	-10
COc1ccc(CCN(C)Cc2nc(-c3cccc(Cl)c3)no2)cc1OC	-5	-16	9
CC(C)c1nc(C(=O)N2CCCC(Nc3ccc4c(c3)OCCO4)C2)cs1 (stereo unspecified)	-5	·	0
COc1cccc(-n2c(-c3ccc(Cl)cc3)cc(C(=O)N3CCCC3)c2C)c1	-4	-6	12
CC(NC(=O)Cn1ccnc1)c1ccccc1Cl (stereo unspecified)	2	·	3
O=C(N/N=C\c1ccncc1)c1ccc(COc2ccccc2Br)cc1	2	·	-2
C=c1ccccc1=c1[nH]/c(=C/c2cccc(C(F)(F)F)c2)c(=O)o1	-3	·	-2
Cc1cccc(Nc2cc(C)nc3c(-c4ccccc4)c(C)nn23)c1	-2	-7	2
O=C(Cn1nc2c(c1NC(=O)c1ccco1)CSC2)NCCc1ccccc1	0	2	3
O=S(=O)(NCc1ccco1)c1ccc(C2CCCCC2)cc1	-5	-7	8
CC(C)(C)c1cc(NC(=O)C2CCCO2)n(Cc2ccccc2)n1 (stereo unspecified)	-4	·	2
COCCN(Cc1ccc(C)cc1)Cc1cccc(F)c1O	-8	-9	2

Continued:
structure	hcGAS inh	mcGAS inh	NPYLR7 agonist
CC(C)(C)CC(C)(C)c1ccc(OCC(=O)N=Nc2c(O)n(Cc3ccc(Cl)cc3)c3ccccc23)cc1	-3	·	4
Cc1ccc(-c2csc3nc(CN(CC(O)COc4ccc(Cl)cc4)C(C)C)[nH]c(=O)c23)cc1C (stereo unspecified)	0	-3	-7
CC1(C(=O)O)CC=CCC1C(=O)O (stereo unspecified)	-4	·	1
Cc1cn2c3c(=O)n(C)c(=O)n(C)c3nc2n1-c1ccccc1F	-9	·	2
Cc1nn(C)c(C)c1C(=O)N1CCN(S(=O)(=O)c2c(Cl)cccc2Cl)CC1	-4	-8	-3
Fc1ccccc1-c1nc(-c2ccccc2)no1	-6	·	22
N#Cc1ccsc1N1CCC(Sc2ncc[nH]2)C1=O (stereo unspecified)	-2	·	0
COc1ccc(S(=O)(=O)NCCc2csc3nc(-c4ccccc4F)nn23)cc1C	-5	-5	23
COCCNC(=O)c1ccccc1N1CCC(NC(=O)NC(C)(C)C)CC1	-4	-5	-1
COc1cccc(C=C2SC(=S)N(CCC(=O)Nc3nnc(C)s3)C2=O)c1	-2	-2	-3
CC(OC(=O)Cn1cc(I)c(=O)c(I)c1)C(N)=O (stereo unspecified)	-1	·	1
Cc1nccn1-c1ccccc1CNC(=O)c1cccc2ccnn12	-3	·	24

Going on with the list:
structure	hcGAS inh	mcGAS inh	NPYLR7 agonist
CC(C)(C)c1cc(C(=O)/C=C/c2ccc(C(=O)O)cc2)cc(C(C)(C)C)c1	-3	·	-13
COc1ccc(C(=O)N2CCN(C(=O)c3cc4ccsc4n3Cc3ccccc3OC)CC2C)cc1 (stereo unspecified)	-8	-8	·
COC(=O)C1C(=O)Oc2c(Br)cc(Br)cc2C1C1CCOC1=O (stereo unspecified)	-4	·	1
CC1(C(=O)Nc2ccc(N3CCCC3)nc2)CCCO1 (stereo unspecified)	-7	·	-1
COc1cccc(C(=O)NC2CCN(c3ccccc3C(=O)NCC3CCCCC3)CC2)c1	-5	-4	-1
CC(C)=CCC/C(C)=C/CNC(=O)c1cncn1-c1ccc(-c2cc(C(F)(F)F)cc(C(F)(F)F)c2)cc1	-2	-6	11
O=C1N(c2ccc(Cl)cc2)C(c2ccc3c(c2)OCO3)C1(F)F (stereo unspecified)	1	·	4
CCOCCCn1c(C)cn2c3c(=O)n(Cc4ccccc4C)c(=O)n(C)c3nc12	-3	·	2
COCc1nc(N2CCCC(OCc3ccccn3)C2)c2cnn(C)c2n1 (stereo unspecified)	-4	·	3
Clc1cccc(NCn2nnc3ccccc32)c1Cl	-10	·	6
Cc1cc(Cl)ccc1N1CCN(C(=O)COc2ccc(Cl)cc2)C(C)C1=O (stereo unspecified)	-2	-2	-3
CCOC(=O)N1CCN(C(=O)c2cc3n(n2)CCN(Cc2c(F)cccc2Cl)C3=O)CC1	-6	-4	-4

(cont.)
structure	hcGAS inh	mcGAS inh	NPYLR7 agonist
CCNC(=O)c1cccc(-c2ccc(F)cc2OC)c1	-4	-15	1
CCN(CC)CCCC(C)NC(=O)c1cc(-c2ccccc2)nc2cc(C(C)(C)C)nn12 (stereo unspecified)	-7	-5	8
N#Cc1ccc(-c2ccc(OS(=O)(=O)c3cnc[nH]3)cc2)cc1	-6	·	4
CNC(=O)c1cccnc1NCCC(=O)Nc1cccc(Cl)c1C	-14	-14	8
FC(F)(F)c1ccnc(SCc2csc(Cc3ccc4c(c3)OCO4)n2)n1	-9	-7	15
Cc1cc(C(=O)N(C)CC(=O)c2ccc(O)cc2)n[nH]1	-3	·	10
C=CCN(C)Cc1ccc(C(=O)Nc2c(C)cc(C)nc2C)cc1	-2	-13	6
c1cc(NC2CCCCCCC2)cc(-c2cnco2)c1	-8&-5	·	0&6
Cc1nc(C)c(Cc2ccc(F)cc2)c(N2CCN(C(=O)c3cccc(C(F)(F)F)c3)CC2)n1	5	1	6
CC(=O)NCC(=O)N1CCN(Cc2cccc(-c3noc(-c4cccnc4)n3)c2)CC1	-3	-7	20
Cc1nc2n(n1)C(=O)C(C(c1ccccc1F)N1CCN(c3ccccc3F)CC1)S2 (stereo unspecified)	-2	-7	-5
CNC(=O)CNC(=O)c1cc(-c2ccc(C)cc2C)nc2ccccc12	-9	·	9

Later entries
structure	hcGAS inh	mcGAS inh	NPYLR7 agonist
Cc1nn2c(N3CCOCC3)cc(C(C)(C)C)nc2c1-c1ccc(Cl)cc1	-3	-5	0
CCNS(=O)(=O)c1ccc2c(c1)N(S(=O)(=O)c1ccc(OC)c(OC)c1)CC2	-8	·	-1
COc1ccc(-c2csc(NC(=O)c3ccc(=O)n(C)n3)n2)cc1F	-8	·	7
NC(=O)CC1c2cccnc2C(=O)N1Cc1ccccc1 (stereo unspecified)	3	-7	5
Oc1cccc(/C=N\Nc2nc(N3CCCC3)nc(N3CCCC3)n2)c1	-5	-5	-8
Cc1c(S(=O)(=O)Nc2ccc(OC(F)(F)F)cc2)c(=O)n(C)c(=O)n1C	-6	-6	4
CC(C)(CO)c1cc2cc(NC(=O)C3(c4ccc5c(c4)OC(F)(F)O5)CC3)c(F)cc2n1C[C@@H](O)CO	-8	-11	-5
Cc1cc(C)cc(N2CCN(C(=O)c3ccc(C4CCNC4)cc3)CC2=O)c1 (stereo unspecified)	-2	-11	1
Cc1cccnc1CN(Cc1ccccc1)C(=O)CSc1nnc(N)s1	-8	·	-2
Cn1c(=NC(=O)CC23CC4CC(CC(Br)(C4)C2)C3)sc2ccccc21	-3	-9	2
c1ccc(-n2nccc2CN2CCc3[nH]cnc3C2c2cccnc2)cc1 (stereo unspecified)	-1	-8	10
Cn1c(=O)[nH]c(=O)c2c1nc(N1CCCCCC1)n2Cc1ccccc1F	-5	-8	3

Compound profiles (already shown).
Record of CC(C)(CO)c1cc2cc(NC(=O)C3(c4ccc5c(c4)OC(F)(F)O5)CC3)c(F)cc2n1C[C@@H](O)CO = hcGAS inh = -8; mcGAS inh = -11; NPYLR7 agonist = -5
Record of CCNS(=O)(=O)c1ccc2c(c1)N(S(=O)(=O)c1ccc(OC)c(OC)c1)CC2 = hcGAS inh = -8; mcGAS inh = ·; NPYLR7 agonist = -1

Of the compounds above, these have a nitro group on carbon:
structure	hcGAS inh	mcGAS inh	NPYLR7 agonist
Cc1cc(-c2ccc(C=C3C(=O)NC(=O)NC3=O)o2)c([N+](=O)[O-])cc1C	-9	-6	-11
CC(C(=O)Nc1cccc(Cl)c1)S(=O)(=O)c1ccc([N+](=O)[O-])cc1 (stereo unspecified)	4	·	-7
CCCCc1ccc(NC(=O)C(=O)NCCN2CCN(Cc3ccc([N+](=O)[O-])cc3)CC2)cc1	3	-6	4

(next part)
structure	hcGAS inh	mcGAS inh	NPYLR7 agonist
NC(=O)Nc1ccc(Oc2ccc(C(F)(F)F)cn2)c(F)c1	-5	-15	4
Cc1ccc(N2C(=O)CSC2c2ccc(NC(=O)CCc3ccccc3)cc2)cc1F (stereo unspecified)	-2	-4	5
CCN1CCN(C(=O)c2c(C)nn(-c3cccc(C)c3)c2C(C)C)CC1	-4	-6	-2
COC(=O)CC1CN=C(N2CCCCC2)NC1=O (stereo unspecified)	-2	-4	·
